Assay outcomes deposited in PubChem by Broad Institute.
NSD2 inh – inhibitors of human NSD2, primary screen, biochemical, plate reader, single point; Histone-lysine N-methyltransferase NSD2 (Homo sapiens), O96028; NSD2-SET H3K36me1 DELFIA fluorescence; inhibition, % at 12.5 µM; hit rate 0.07% among 44,000; AID 624260, 2012; in the data active = inhibition above about 54%, passing the limit was not always enough;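 also: inhibitors reduce the monomethyl H3K36 fluorescence signal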
Target sequence (O96028 whole entry, looked up): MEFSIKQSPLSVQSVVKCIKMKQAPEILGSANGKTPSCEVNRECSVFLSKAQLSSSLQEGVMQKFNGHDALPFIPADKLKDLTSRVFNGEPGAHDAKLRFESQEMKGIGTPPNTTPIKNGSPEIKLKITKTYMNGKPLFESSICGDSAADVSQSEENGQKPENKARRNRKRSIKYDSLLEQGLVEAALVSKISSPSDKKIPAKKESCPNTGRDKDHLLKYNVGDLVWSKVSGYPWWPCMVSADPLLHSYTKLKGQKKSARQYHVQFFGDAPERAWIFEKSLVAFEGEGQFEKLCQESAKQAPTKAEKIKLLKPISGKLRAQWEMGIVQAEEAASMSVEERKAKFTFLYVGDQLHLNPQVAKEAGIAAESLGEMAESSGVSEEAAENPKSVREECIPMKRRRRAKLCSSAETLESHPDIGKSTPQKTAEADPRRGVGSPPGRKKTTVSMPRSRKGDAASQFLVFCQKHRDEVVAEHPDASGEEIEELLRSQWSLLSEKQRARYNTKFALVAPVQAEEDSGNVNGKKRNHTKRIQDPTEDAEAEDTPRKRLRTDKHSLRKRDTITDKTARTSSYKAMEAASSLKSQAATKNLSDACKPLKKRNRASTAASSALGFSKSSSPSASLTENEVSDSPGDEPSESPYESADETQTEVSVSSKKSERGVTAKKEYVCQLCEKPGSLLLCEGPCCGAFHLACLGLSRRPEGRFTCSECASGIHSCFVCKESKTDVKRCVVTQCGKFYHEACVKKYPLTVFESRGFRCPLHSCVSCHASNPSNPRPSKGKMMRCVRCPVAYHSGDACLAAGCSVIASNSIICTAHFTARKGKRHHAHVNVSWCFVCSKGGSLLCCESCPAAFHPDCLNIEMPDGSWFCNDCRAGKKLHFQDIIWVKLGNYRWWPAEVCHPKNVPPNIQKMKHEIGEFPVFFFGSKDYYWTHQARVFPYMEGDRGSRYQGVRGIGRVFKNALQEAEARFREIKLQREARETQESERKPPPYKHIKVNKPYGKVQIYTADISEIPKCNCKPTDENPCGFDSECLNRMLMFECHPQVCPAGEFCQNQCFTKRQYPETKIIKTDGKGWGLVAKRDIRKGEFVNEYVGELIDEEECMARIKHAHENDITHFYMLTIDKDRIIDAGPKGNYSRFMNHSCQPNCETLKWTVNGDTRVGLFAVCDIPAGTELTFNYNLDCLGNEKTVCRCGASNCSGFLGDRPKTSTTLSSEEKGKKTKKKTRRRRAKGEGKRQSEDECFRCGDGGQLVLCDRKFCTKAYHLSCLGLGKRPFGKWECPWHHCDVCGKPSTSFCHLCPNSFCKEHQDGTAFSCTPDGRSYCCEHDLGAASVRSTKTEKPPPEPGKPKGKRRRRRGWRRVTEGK
* marks the source's active call; other numbers are inactive results. Some of the compounds tested; the hit share may differ from the screen's.

SMILES | NSD2 inh
C[C@@H]1CN([C@H](C)CO)C(=O)c2cc(NS(C)(=O)=O)ccc2O[C@@H]1CN(C)Cc1ccc(C(F)(F)F)cc1 | -3.4
C[C@@H]1CN([C@H](C)CO)C(=O)c2cc(NC(=O)Cn3cnnn3)ccc2O[C@H]1CN(C)S(C)(=O)=O | -2.1
O=C(C[C@H]1C=C[C@H](NS(=O)(=O)c2cccc(F)c2)[C@H](CO)O1)N1CCCCC1 | -1.0
C[C@H]1CN([C@@H](C)CO)C(=O)c2cc(NC(=O)Nc3ccc4c(c3)OCO4)ccc2O[C@H]1CN(C)C(=O)Nc1ccc2c(c1)OCO2 | 6.5
C[C@@H]1CN([C@H](C)CO)C(=O)c2cccc(NC(=O)Nc3cccc4ccccc34)c2O[C@@H]1CN(C)CC1CCCCC1 | 7.1
C[C@H](CO)N1C[C@H](C)[C@@H](CN(C)Cc2cncnc2)Oc2ncc(C#Cc3ccccn3)cc2C1=O | 4.1
Cc1cccc(CN(C)C[C@@H]2Oc3ncc(Br)cc3C(=O)N([C@H](C)CO)C[C@@H]2C)c1 | 2.8
CNC[C@H]1Oc2cc(C#Cc3cccc(OC)c3)ccc2S(=O)(=O)N([C@H](C)CO)C[C@@H]1C | 23.0
COc1ccccc1CN1CC(C(=O)O)CC1=O (stereo not drawn) | 2.8
COc1ccc(NC(=O)N(C)C[C@H]2Oc3ccc(NC(=O)C4CCCCC4)cc3C(=O)N([C@@H](C)CO)C[C@@H]2C)cc1 | 0.2
CC(C)NC(=O)N(C)C[C@H]1OCCCC[C@@H](C)Oc2ccc(NC(=O)Nc3cccc4ccccc34)cc2C(=O)N([C@H](C)CO)C[C@@H]1C | 5.4
Cc1noc(C)c1NC(=O)Nc1ccc2c(c1)C(=O)N([C@@H](C)CO)C[C@H](C)[C@@H](CN(C)C(=O)Cc1ccccc1)OCCCC[C@H](C)O2 | 1.1
C[C@H](CO)N1C[C@H](C)[C@H](CN(C)S(=O)(=O)c2ccc(C#N)cc2)Oc2ncc(C#Cc3cccc(F)c3)cc2C1=O | -0.8
C[C@@H]1CN([C@H](C)CO)C(=O)Cc2cc(NC(=O)CCCCCC(=O)Nc3ccccc3N)ccc2O[C@H]1CN(C)C(=O)Nc1ccc2c(c1)OCO2 | 1.3
Cc1ccc(S(=O)(=O)N(C)C[C@@H]2Oc3c(NC(=O)c4cc(C)nn4C)cccc3C(=O)N([C@H](C)CO)C[C@@H]2C)cc1 | 6.0
COC(=O)C1=CO[C@@H](OC2OC(O)C(O)C(O)C2CO)[C@H]2[C@@H]1C=CC21C=C([C@H](C)O)C(=O)O1 (stereo partly drawn) | -1.5
C[C@@H]1CN([C@@H](C)CO)C(=O)c2cc(NC(=O)CCCN(C)C)ccc2O[C@@H]1CN(C)C | -5.3
C[C@@H]1CN([C@@H](C)CO)C(=O)c2cc(NC(=O)NC3CCCCC3)ccc2O[C@@H]1CN(C)C(=O)Nc1ccccc1 | -1.3
C[C@H](CO)N1C[C@H](C)[C@@H](CN(C)S(=O)(=O)c2cccs2)Oc2ccc(NS(=O)(=O)c3cccs3)cc2C1=O | -1.0
CC(C)C#Cc1ccc2c(c1)O[C@H](CN(C)Cc1cccnc1)[C@H](C)CN([C@@H](C)CO)S2(=O)=O | -1.2

Entries shown so far containing fluorine, in the order listed:
SMILES | NSD2 inh
C[C@@H]1CN([C@H](C)CO)C(=O)c2cc(NS(C)(=O)=O)ccc2O[C@@H]1CN(C)Cc1ccc(C(F)(F)F)cc1 | -3.4
O=C(C[C@H]1C=C[C@H](NS(=O)(=O)c2cccc(F)c2)[C@H](CO)O1)N1CCCCC1 | -1.0
C[C@H](CO)N1C[C@H](C)[C@H](CN(C)S(=O)(=O)c2ccc(C#N)cc2)Oc2ncc(C#Cc3cccc(F)c3)cc2C1=O | -0.8

Other records follow:
SMILES | NSD2 inh
C[C@@H]1CN([C@H](C)CO)C(=O)c2c(c3ccccc3n2C)-c2ccccc2CO[C@@H]1CN(C)S(=O)(=O)c1ccsc1 | -1.8
COc1cccc(CNC(=O)C[C@@H]2CC[C@@H](NC(=O)C3CCC3)[C@H](CO)O2)c1 | -37.5
C[C@H](CO)N1C[C@H](C)[C@H](CN(C)C(=O)NC2CCCC2)Oc2ncc(C#CC3CCCCC3)cc2C1=O | -5.7
C[C@@H]1CN([C@H](C)CO)C(=O)Cc2cc(NC(=O)Nc3ccc(C(F)(F)F)cc3)ccc2O[C@H]1CN(C)Cc1ccc(C(=O)Nc2ccccc2N)cc1 | -12.5
CC1CCC(O)C2C=CC(C)(O)C(C)(C(=O)CCO)C12 (stereo not drawn) | -9.1
C[C@@H]1CN([C@H](C)CO)C(=O)c2cc(C#Cc3cccnc3)cnc2O[C@H]1CN(C)Cc1ccc(F)cc1 | -2.7
CS(=O)(=O)Nc1ccc2c(c1)[C@@H]1C[C@@H](CC(=O)NCc3ccccc3F)O[C@@H](CO)[C@@H]1O2 | 2.1
C[C@H]1CN([C@@H](C)CO)C(=O)Cc2cc(NC(=O)CCCCCC(=O)Nc3ccccc3N)ccc2O[C@@H]1CN(C)CC1CCCCC1 | -0.5
CO[C@H](CN(C)S(=O)(=O)c1ccc(F)cc1)[C@@H](C)CN(C(=O)Nc1ccccc1F)[C@@H](C)CO | 2.1
C[C@H](CO)N1C[C@H](C)[C@@H](CN(C)CC2CC2)Oc2cc(-c3ccc(F)cc3)ccc2S1(=O)=O | 2.6
CCCC#Cc1ccc2c(c1)O[C@H](CN(C)Cc1ccncc1)[C@H](C)CN([C@H](C)CO)S2(=O)=O | 8.9
Cc1noc(C)c1S(=O)(=O)N(C)C[C@H]1Oc2ccc(NC(=O)CCCN(C)C)cc2C(=O)N([C@H](C)CO)C[C@H]1C | 7.0
Cc1ccc(S(=O)(=O)Nc2ccc3c(c2)C(=O)N([C@@H](C)CO)C[C@H](C)[C@H](CN(C)C(=O)Nc2c(C)noc2C)O3)cc1 | 5.4
CN1c2ccccc2Oc2nnc(N3CCN(c4ccccc4)CC3)cc21 | 1.4
C[C@@H]1CN([C@H](C)CO)C(=O)c2cccc(NC(=O)C3CCOCC3)c2O[C@H]1CN(C)CC1CC1 | -3.1
C[C@@H]1CN([C@H](C)CO)C(=O)CCCn2nncc2CO[C@@H]1CN(C)C(=O)c1cc(-c2ccccc2)on1 | 0.4
CNC[C@H]1OCCCC[C@@H](C)Oc2ccc(N)cc2C(=O)N([C@@H](C)CO)C[C@@H]1C | 1.0
O=C(C[C@@H]1C[C@@H]2c3cc(NC(=O)Nc4ccc(C(F)(F)F)cc4)ccc3O[C@@H]2[C@@H](CO)O1)NCc1cc(F)ccc1F | -0.2
CCC(=O)N(C)C[C@H]1Oc2cc(/C=C/c3ccccc3)ccc2S(=O)(=O)N([C@@H](C)CO)C[C@@H]1C | 4.7
C[C@H]1CN([C@@H](C)CO)C(=O)c2cccc(NC(=O)Nc3ccc(F)cc3)c2O[C@@H]1CN(C)C(=O)NC1CCCCC1 | -0.2
C[C@H](CO)N1C[C@H](C)[C@@H](CN(C)Cc2ccc(C(=O)O)cc2)Oc2c(NC(=O)c3nc4ccccc4s3)cccc2C1=O | 8.2
O=C1c2ccccc2C(Nc2ccc(S(=O)(=O)N3CCOCC3)cc2)N1Cc1ccccc1Cl (stereo not drawn) | -8.4
C[C@H]1CN([C@@H](C)CO)C(=O)Cc2cc(NC(=O)Nc3ccccc3)ccc2O[C@H]1CN(C)C(=O)Nc1ccc(F)cc1 | 1.3
Cc1noc(C)c1NC(=O)N(C)C[C@@H]1Oc2ccc(NC(=O)Cc3ccccc3)cc2C(=O)N([C@H](C)CO)C[C@@H]1C | 1.3
C[C@@H]1CN([C@H](C)CO)C(=O)c2cc(C#C[C@@H](C)O)cnc2O[C@H]1CN(C)C(=O)Nc1ccc(F)cc1 | 7.1
C[C@H]1CN([C@@H](C)CO)S(=O)(=O)c2ccc(C#Cc3cccc(F)c3)cc2O[C@@H]1CN(C)S(=O)(=O)c1ccccc1F | -1.1
CC(C)NC(=O)Nc1cccc2c1O[C@H](CN(C)Cc1ccc(C(F)(F)F)cc1)[C@@H](C)CN([C@@H](C)CO)C2=O | -0.6
C=CC(C)(C)[C@@]12CC(=O)C(=O)N3/C(=C/c4cnc[nH]4)C(=O)N[C@]31N(OC)c1ccccc12 | 0.7
C[C@@H]1CCCCO[C@@H](CN(C)Cc2ccncc2)[C@H](C)CN([C@@H](C)CO)C(=O)c2cc(NS(=O)(=O)c3ccc(F)cc3)ccc2O1 | 4.1
COc1ccccc1-c1cc(=O)c2c(O[C@@H]3O[C@H](CO)[C@@H](O)[C@H](O)[C@H]3O)cc(OC)c(OC)c2o1 | 0.6
Cc1cc(OC(C)c2nc(-c3nonc3N)no2)ccc1Cl (stereo not drawn) | -3.4
Cc1cc(C(=O)Nc2cccc3c2O[C@H](CN(C)CC2CC2)[C@H](C)CN([C@H](C)CO)C3=O)n(C)n1 | 5.3
O=C(NCc1nc2ccccc2[nH]1)C1=C[C@H](c2csc3ccccc23)C[C@H](OCCCCO)O1 | 1.0
COc1cccc(-c2ccc3c(c2)O[C@@H](CN(C)Cc2cncnc2)[C@H](C)CN([C@@H](C)CO)S3(=O)=O)c1 | -3.4
Cc1ncc(CO)c(/C=N/NC(=O)CCCCCCC(=O)O)c1O | 2.5
C[C@H]1CN([C@@H](C)CO)C(=O)Cc2cc(NC(=O)CCN3CCOCC3)ccc2O[C@@H]1CN(C)S(=O)(=O)c1cccs1 | -0.9
CC(C)CC#Cc1cnc2c(c1)C(=O)N([C@H](C)CO)C[C@@H](C)[C@@H](CN(C)C(=O)c1ccccc1F)O2 | -1.7
C[C@H]1CN([C@@H](C)CO)C(=O)Cc2cc(NC(=O)C3CCCCC3)ccc2O[C@H]1CN(C)S(=O)(=O)c1ccc(Cl)cc1 | -4.5
CN(C)C(=O)C[C@H]1CC[C@H](NC(=O)Nc2cccc(F)c2)[C@H](CO)O1 | 0.2
C[C@H](CO)N1C[C@H](C)[C@@H](CN(C)C(=O)Nc2ccccc2)Oc2c(NC(=O)c3ccc(-c4nccs4)cc3)cccc2C1=O | 5.1

Two consecutive compounds already listed, quoted:
SMILES | NSD2 inh
C[C@@H]1CN([C@H](C)CO)C(=O)c2cc(NS(C)(=O)=O)ccc2O[C@@H]1CN(C)Cc1ccc(C(F)(F)F)cc1 | -3.4
C[C@@H]1CN([C@H](C)CO)C(=O)c2cc(NC(=O)Cn3cnnn3)ccc2O[C@H]1CN(C)S(C)(=O)=O | -2.1

(next part)
SMILES | NSD2 inh
O=C(C[C@H]1C[C@H]2c3cc(NC(=O)C4CCOCC4)ccc3O[C@H]2[C@@H](CO)O1)NCc1ccccc1F | -0.5
C[C@@H]1CN([C@@H](C)CO)S(=O)(=O)c2ccc(C#CCN(C)C)cc2O[C@H]1CN(C)C(=O)C1CC1 | 1.2
Cc1ccc(S(=O)(=O)Nc2ccc3c(c2)C(=O)N([C@@H](C)CO)C[C@H](C)[C@@H](CN(C)C(=O)Nc2c(C)noc2C)O3)cc1 | 2.2
COCC#Cc1cnc2c(c1)C(=O)N([C@@H](C)CO)C[C@@H](C)[C@@H](CN(C)C(=O)CCN1CCCCC1)O2 | -4.3
C[C@H](CO)N1C[C@H](C)[C@H](CN(C)Cc2ccccc2)OCCCC[C@H](C)Oc2ccc(NS(=O)(=O)c3cn(C)cn3)cc2C1=O | 2.3
CSc1nc2n(n1)C(=O)CC(C)(C)N2 | 2.7
C[C@@H]1CCCCO[C@@H](CN(C)C(=O)c2ccncc2)[C@@H](C)CN([C@H](C)CO)C(=O)c2cc(NC(=O)C3CCCCC3)ccc2O1 | 1.9
CC(C)CC#Cc1cnc2c(c1)C(=O)N([C@H](C)CO)C[C@H](C)[C@H](CN(C)S(=O)(=O)c1ccccc1)O2 | -2.8
C[C@@H]1CN([C@@H](C)CO)C(=O)Cc2cc(NC(=O)CCC(F)(F)F)ccc2O[C@H]1CN(C)C(=O)Nc1cccc2ccccc12 | -2.4
Cc1noc(C)c1NC(=O)N(C)C[C@H]1Oc2ccc(NC(=O)Nc3ccc4c(c3)OCO4)cc2CC(=O)N([C@@H](C)CO)C[C@@H]1C | -3.9
C=CCOC(=O)C1=C[C@H](c2csc3ccccc23)C[C@H](OCCCCO)O1 | -7.6
C[C@@H]1CN([C@@H](C)CO)C(=O)c2cc(NC(=O)NC3CCCCC3)ccc2O[C@@H]1CN(C)S(C)(=O)=O | 1.9
O=C(C[C@@H]1C=C[C@H](NS(=O)(=O)c2ccc(F)cc2)[C@H](CO)O1)NC1CCCCC1 | 0.0
C[C@H](CO)N1C[C@H](C)[C@H](CN(C)C)Oc2ncc(C#CC3(O)CCCC3)cc2C1=O | -2.3
CNC[C@H]1Oc2ccc(NC(=O)Cn3cnnn3)cc2C(=O)N([C@H](C)CO)C[C@@H]1C | -0.2
COc1ccc(NC(=O)Nc2ccc3c(c2)C(=O)N([C@@H](C)CO)C[C@H](C)[C@@H](CN(C)C(=O)C2CCCCC2)OCCCC[C@H](C)O3)cc1 | -4.3
C=Cc1ccc(O[C@@H]2O[C@H](CO[C@@H]3O[C@@H](C)[C@H](O)[C@@H](O)[C@H]3O)[C@@H](O)[C@H](O)[C@H]2O)cc1 | 17.6
Cc1ccc(S(=O)(=O)N(C)C[C@H]2Oc3ccc(NC(=O)Nc4c(C)noc4C)cc3C(=O)N([C@H](C)CO)C[C@H]2C)cc1 | 3.0
O=C(C[C@@H]1C[C@H]2c3cc(NS(=O)(=O)c4ccc(F)cc4)ccc3O[C@H]2[C@H](CO)O1)NCc1ccccc1F | -4.9
CC(C)NC(=O)Nc1ccc2c(c1)CC(=O)N([C@@H](C)CO)C[C@@H](C)[C@H](CN(C)C(=O)NC(C)C)O2 | 2.9
COc1ccc(S(=O)(=O)N(C)C[C@@H]2Oc3ccc(NC(=O)Nc4ccc5c(c4)OCO5)cc3C(=O)N([C@@H](C)CO)C[C@H]2C)cc1 | -2.7
C[C@H](CO)N1C[C@H](C)[C@H](CN(C)S(=O)(=O)c2cccc(F)c2)OCc2cnnn2CCCC1=O | 1.1

2 compounds picked at random from the list so far, as already listed:
SMILES | NSD2 inh
Cc1noc(C)c1NC(=O)N(C)C[C@H]1Oc2ccc(NC(=O)Nc3ccc4c(c3)OCO4)cc2CC(=O)N([C@@H](C)CO)C[C@@H]1C | -3.9
C[C@@H]1CN([C@@H](C)CO)S(=O)(=O)c2ccc(C#CCN(C)C)cc2O[C@H]1CN(C)C(=O)C1CC1 | 1.2
